# PfHsp90 set2 = inhibits growth of yeast expressing Plasmodium falciparum Hsp90; S. cerevisiae expressing PfHsp90, BacTiter-Glo ATP, 48 h; yeast lacking PDR1 and PDR3 efflux regulators; 0.32% of 310,000 active; inhibition, % at 9.4 µM;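 active = every replicate shows inhibition above about 80%, whatever the replicate mean, limit read from the data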;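 note: 0% = DMSO neutral controls and 100% = 20 µM radicicol positive controls; yeast relying on Plasmodium falciparum Hsp90 in place of its own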
# PKA-R1A act = activates the PKA-R1A holoenzyme complex | P00514+P68181 | 0.083% of 340,000 active | activation, % at 11.4 µM | PKA-R1A dissociation, Cy5-IP20 fluorescence polarization; scaled: DMSO 0%, 113 µM cGMP 100%;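 active = percent activation above the mean of all tested compounds plus 3 SD, cut at about 19% in these data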;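 note: higher means more PKAc released from R1A so a rise in polarization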
# PKA-R2B act = PKA-R2B complex activation; PKA-R2B holoenzyme dissociation, Cy5-IP20 fluorescence polarization; R2B truncated from residue 108, S112A mutant; 0% DMSO only, 100% 113 µM cGMP; activation, % at 11.4 µM; 0.079% of 340,000 active; P22694+P31323;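 active = activation above a cutoff set at the mean over all compounds plus 3 SD, cut at about 18% in these data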;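 note: higher means more holoenzyme dissociation and a rise in polarization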
# Target sequence (P31323 whole entry, looked up, other chains not shown, the tested form may be a part): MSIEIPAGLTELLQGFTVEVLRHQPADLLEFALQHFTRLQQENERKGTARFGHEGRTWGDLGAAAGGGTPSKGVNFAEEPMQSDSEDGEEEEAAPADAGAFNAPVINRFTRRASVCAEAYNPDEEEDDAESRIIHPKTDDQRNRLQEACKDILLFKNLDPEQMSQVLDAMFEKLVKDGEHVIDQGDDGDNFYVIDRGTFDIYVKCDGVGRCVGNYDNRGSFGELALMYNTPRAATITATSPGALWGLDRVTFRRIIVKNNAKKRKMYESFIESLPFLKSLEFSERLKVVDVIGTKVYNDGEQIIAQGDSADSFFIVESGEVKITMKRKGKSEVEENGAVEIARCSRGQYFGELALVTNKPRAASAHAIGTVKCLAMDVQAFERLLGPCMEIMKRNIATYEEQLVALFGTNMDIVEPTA
# phage Ecoli inh = E. coli growth loss with phage present; growth absorbance; inhibition, % at 11.9 µM; 0.26% of 360,000 active; AID 651602; in the data active = inhibition above about 11%
# OPRM1-OPRD1 inv = inverse agonists of human mu-delta opioid receptor heterodimerization; AID 504357; inhibition, % at 9.3 µM; P35372+P41143; 0.21% of 340,000 active; cell-based MOR-DOR heterodimer luminescence, inverse agonism; in the data active = inhibition above about 22%, passing the limit was not always enough;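 note: 0% = cells with DMSO and 100% = wells without cells with DMSO; values of inactives mirror those of a sister screen read the other way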
# HTR5A inv ctr = inverse agonist of human HTR5A in OPRM1-OPRD1 counter-screen; HTR5A cell line, luminescence, inverse agonism; inhibition, % at 9.3 µM; 0.083% of 340,000 active; in the data active = inhibition mostly above about 23%, no sharp cut-off; inactive = mostly below about 18%;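 note: 0% = cells with DMSO and 100% = no-cell wells with DMSO; some compounds called inactive have numbers as strong as hits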
# Target sequence (P47898 whole entry, looked up): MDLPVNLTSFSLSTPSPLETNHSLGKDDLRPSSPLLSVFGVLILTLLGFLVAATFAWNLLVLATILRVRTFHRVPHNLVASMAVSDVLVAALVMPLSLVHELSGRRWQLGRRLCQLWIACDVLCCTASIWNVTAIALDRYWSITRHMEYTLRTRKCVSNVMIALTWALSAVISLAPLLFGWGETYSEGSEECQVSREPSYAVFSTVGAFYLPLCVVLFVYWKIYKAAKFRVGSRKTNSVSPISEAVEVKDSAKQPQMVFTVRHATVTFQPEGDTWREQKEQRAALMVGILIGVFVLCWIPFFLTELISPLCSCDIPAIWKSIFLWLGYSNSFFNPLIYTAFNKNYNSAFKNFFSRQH
# Ecoli viability = counter-screen for AddAB inhibitors: E. coli growth inhibition. E. coli V3065 growth, OD600 absorbance, 18 h. inhibition, % at 11.9 µM. 0.27% of 330,000 active. AID 449728;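 active = inhibition above the campaign's mean inhibition across all tested compounds plus 3 SD, cut at about 9.9% in these data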;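 note: uninfected addAB+ strain grown without phage in ampicillin broth; 0% = DMSO wells and 100% = ciprofloxacin 0.95 µg/ml wells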
# Tat transport = E. coli Tat transport inhibition; E. coli MC4100 TorA-mCherry Tat export, fluorescence; 0.036% of 340,000 active; inhibition, % at 10 µM;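 active = mean replicate inhibition at least 50% and at least half of replicates individually reaching 50%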;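 note: exported cargo escapes ClpAP degradation while cytoplasmic cargo is degraded and loses fluorescence; 0% = median of neutral control wells and 100% = median of NaSCN control wells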
# Mot1-301 SUMO = inhibitors of SUMOylation pathway: yeast Mot1-301 growth rescue; S. cerevisiae Mot1-301 growth rescue, ATP luminescence, 38.5C; percent above DMSO median, 100 means doubled; growth rescue, % at 18.8 µM; 1% of 320,000 active; AID 2716;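 active = every valid replicate shows activation above 250% relative to neutral control wells; inactive = the rest, any valid replicate at or below 250%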;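 note: OY570 slx delta 5 strain wells were the positive control but not used for scaling; some compounds called inactive have numbers as strong as hits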
# MOR-DOR ag = agonists of human mu-delta opioid receptor heterodimerization. cells, OPRM1-OPRD1 heterodimerization, luminescence. activation, % at 9.3 µM. 0.3% of 340,000 active; in the data active = activation above about 18%;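 note: 0% = vehicle-treated cells and 100% = reference agonist; values of inactives mirror those of a sister screen read the other way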
# AddAB inh = less growth of phage-infected E. coli with AddAB | E. coli expressing H. pylori AddAB, absorbance growth | inhibition, % at 11.9 µM | 0.29% of 330,000 active; in the data active = inhibition above about 12%;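 note: 0% = vehicle wells of infected cells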
# * hit, by the source's call; nt = no result given.
SMILES,PfHsp90 set2,PKA-R1A act,PKA-R2B act,phage Ecoli inh,OPRM1-OPRD1 inv,HTR5A inv ctr,Ecoli viability,Tat transport,Mot1-301 SUMO,MOR-DOR ag,AddAB inh
CCOc1ccc(NC(=O)CN(C)C(=O)c2cc(-c3ccncc3)nc3ccccc23)cc1OCC,-52.0,-9.2,2.6,-0.8,8.9,-27.7,-0.4,-4.0,3.3,-1.4,0.0
COc1ccc(-c2csc3nc(C(C)(C)C)oc(=O)c23)cc1OC,8.1,11.7,-8.6,3.3,-11.6,-24.0,-0.3,-1.5,24.6,1.6,-1.0
O=C(NCCNC(=O)c1ccc(Cl)cc1Cl)c1cnccn1,9.4,4.3,-6.3,1.3,-2.0,-24.5,-0.2,9.2,-9.6,0.2,0.9
CCOc1ccccc1N/C(=C(/C(Cl)=C(Cl)Cl)[N+](=O)[O-])n1cncn1,2.8,-9.4,-0.1,-1.2,-0.7,-22.0,0.9,-1.2,21.3,0.1,2.1
Nc1cccc(-c2cn3cc(C(F)(F)F)cc(Cl)c3n2)c1,-0.4,-4.2,-10.5,2.4,-8.3,-18.1,-0.3,-4.8,-4.6,1.7,3.0
O=C(Nc1ccc(-n2cccn2)cc1)C1CCCCN1Cc1cccc2c1OCO2 (stereo unspecified),-1.1,-1.4,5.0,0.2,12.6,3.9,-0.2,-1.6,-3.0,-2.4,1.7
COC(=O)c1sc(S(=O)(=O)N2CCC(C)CC2)c(C(=O)OC)c1C,8.2,-6.5,-4.8,1.6,-0.4,1.5,-0.9,2.8,3.8,0.1,3.0
COc1ccc(C(C(=O)NC2CCCCC2)N2CCC3(CC2)OCCO3)cc1 (stereo unspecified),7.1,4.0,1.5,4.0,0.1,12.7,0.1,0.1,91.5,0.0,1.7
CC(C)C(NC(=O)c1ccccc1)C(=O)NCCc1ccccc1 (stereo unspecified),-2.2,5.2,-11.2,1.1,14.0,11.7,2.6,-6.1,-8.8,-2.7,2.5
Cc1cccc(C)c1NC(=O)CSC(=O)c1sc2ccccc2c1Cl,5.8,-0.8,-17.1,0.6,20.5,17.4,0.1,-1.3,0.5,-4.2,1.3
COc1ccc(S(=O)(=O)Nc2cccc(/C=C/C(=O)O)c2)cc1,13.0,-3.2,-17.6,2.6,12.7,13.0,-0.3,6.0,-12.3,-2.5,1.8
COC(=O)Nc1ccc(S(=O)(=O)N2CCC(Cc3ccccc3)CC2)cc1,-22.6,-18.3,-9.2,1.2,2.7,-1.0,0.2,2.4,7.6,-0.5,2.0
CC(=O)Nc1cccc(C(=O)OCC(=O)NNC(=O)c2cccs2)c1,nt,9.6,-6.9,1.8,-1.4,-9.6,0.3,-11.4,-18.0,0.2,0.5
COc1ccc2nc(SCC(=O)N3CCN(c4ccc(F)cc4)CC3)c(C#N)cc2c1,-19.8,-2.4,2.4,2.8,2.7,-1.0,-4.5,-1.0,-7.9,-0.5,-1.9
CCN(CC)S(=O)(=O)c1cc(C(=O)Nc2cccnc2)ccc1Cl,20.9,-10.1,-5.8,3.8,14.6,-3.8,-1.7,4.0,4.3,-2.8,-0.1
Cc1ccc(NC(=O)Cc2ccccc2F)cc1S(=O)(=O)N1CCCCCC1,9.1,-2.6,0.5,2.6,-21.6,-3.5,-2.1,7.1,-19.5,5.4,-0.6
CCOC(=O)C1CCCCN1C(=O)CCc1nnc(-c2ccc3c(c2)OCO3)o1 (stereo unspecified),18.0,-1.6,2.6,1.0,19.6,15.5,1.1,4.2,-7.6,-3.8,-0.7
CC(NC(=O)c1ccc(S(=O)(=O)C(F)F)cc1)c1ccccc1 (stereo unspecified),1.8,15.5,-0.8,2.7,9.8,18.1,-3.9,15.4,78.8,-2.1,4.6
O=c1[nH]c2ccccc2nc1/C=C/c1ccc(O)cc1,6.6,2.2,-6.6,3.4,14.2,-2.7,nt,11.1,nt,-2.8,nt
CCCCN1C(Nc2ccccc2)=NC[C@@H]1CC(C)C,-4.5,-6.2,3.8,2.6,14.1,5.6,-2.2,-4.1,-17.6,-2.6,0.4
O=C(O)C1CC(=O)N(c2ccc(F)cc2)C1 (stereo unspecified),nt,-6.7,-3.1,2.6,15.2,2.2,-2.6,-1.6,0.9,-2.8,1.0
O=C(COC(=O)Cc1ccsc1)Nc1ccc(Cl)c(S(=O)(=O)N2CCOCC2)c1,-20.9,-12.6,-5.0,3.3,10.9,-3.4,-1.9,3.2,-14.7,-2.2,3.0
CCOc1ccc(-n2c(C)cc(C(=O)NS(=O)(=O)c3ccc(C)cc3)c2C)cc1,12.4,1.6,11.6,4.9,0.8,-6.1,-0.6,-4.4,3.7,-0.1,1.3
CN(C(=O)CSc1nc2ccccc2n1C)C1CCS(=O)(=O)C1 (stereo unspecified),-2.7,-10.1,4.4,2.9,9.5,5.3,-0.5,-2.3,-11.2,-2.2,0.9
CCCCNC(=O)c1ccc(CS(=O)(=O)c2ccccc2OC)o1,-1.0,-2.5,4.6,0.2,12.8,-16.2,-0.4,-12.9,-2.6,-2.9,-2.9

# The results go on:
SMILES,PfHsp90 set2,PKA-R1A act,PKA-R2B act,phage Ecoli inh,OPRM1-OPRD1 inv,HTR5A inv ctr,Ecoli viability,Tat transport,Mot1-301 SUMO,MOR-DOR ag,AddAB inh
COc1ccc2nc(NC(=O)C3CCCN3S(=O)(=O)c3ccc(C)cc3)sc2c1 (stereo unspecified),16.2,-6.5,-2.4,2.0,-2.4,-3.8,-1.0,-3.8,-8.3,0.6,2.5
CCC(=O)OCC(=O)Nc1cc([N+](=O)[O-])ccc1Cl,-19.8,6.4,0.9,0.7,14.2,16.6,1.5,-3.8,-1.8,-3.1,0.4
O=C(Nc1ccccc1F)N1CCCC1c1cccnc1 (stereo unspecified),10.4,-3.7,0.5,-2.1,13.7,-10.5,-4.7,-5.6,13.1,-2.6,-3.0
CSc1ccccc1NC(=O)CN(C)C(=O)c1ccc(-n2cccn2)cc1,9.8,-6.5,-8.8,3.5,11.3,-1.6,-1.9,-5.9,-3.5,-2.7,1.1
CC(=O)NC(Cc1c[nH]c2ccccc12)C(=O)OCC(=O)N1CCCCCC1 (stereo unspecified),-12.8,-10.0,-17.5,3.6,11.2,4.4,1.0,-2.4,169.9,-2.2,1.9
O=C(C1COc2ccccc2O1)N1CCN(Cc2ccc3c(c2)OCO3)CC1 (stereo unspecified),22.8,-3.5,-3.7,1.0,-10.6,11.3,1.4,-0.2,195.2,2.0,-3.1
O=C(COc1ccccc1)NCC(=O)Nc1cccc2ccccc12,-4.6,0.3,-3.6,2.1,17.0,-10.9,0.1,2.5,11.4,-3.2,2.0
COc1ccc(NS(=O)(=O)c2ccc(-n3cnnn3)cc2)cc1OC,22.2,1.9,3.4,2.4,-10.1,2.9,-1.0,1.9,nt,1.9,4.7
Cc1cc(C)nc(/N=C(\N)Nc2ccccc2-c2ccccc2)n1,-47.2,1.6,-0.7,2.8,2.0,-4.7,2.9,-11.7,11.4,-0.4,2.0
O=C(CC(c1ccccc1)c1ccccc1O)NCc1ccccc1 (stereo unspecified),21.7,4.5,-2.3,2.9,16.0,0.6,1.5,1.9,255.1,-3.1,0.3
CCCCn1c(N)c(N(CC(C)C)C(=O)C2=NN(c3ccccc3)C(=O)CC2)c(=O)[nH]c1=O,22.3,4.9,-4.4,0.8,9.9,7.5,1.6,2.4,-20.5,-2.6,1.3
CCOc1ncnc2c1sc1nc(C)cc(C)c12,-10.4,-0.2,-4.4,-0.4,2.8,23.8,0.3,-1.4,-8.9,-0.6,3.6
CC(=O)N1CCN(S(=O)(=O)c2cccc(C(=O)NC3CCCc4ccccc43)c2)CC1 (stereo unspecified),-1.7,0.2,-0.5,2.3,10.6,-4.3,-0.3,-0.3,259.5,-1.8,3.6
O=C1CN(C(=O)COC(=O)[C@@H]2CCCN2S(=O)(=O)c2ccc(Cl)cc2)c2ccccc2N1,-8.0,-0.5,-9.3,2.4,4.4,-5.6,-1.6,-7.6,-18.1,-1.0,0.5
Cc1ccc(S(C)(=O)=NC(=O)c2cc(C)on2)cc1 (stereo unspecified),6.0,-8.4,4.8,0.8,-5.0,-9.5,-1.3,4.7,0.9,1.0,2.3
COc1cc(C(=O)Nc2ccc(S(=O)(=O)N3CCCCC3)cc2)ccc1OCC(=O)N1CCOCC1,22.5,3.2,-8.3,1.2,7.1,-8.0,nt,3.2,nt,-1.9,nt
C[C@@H]1C(=O)N(c2ccccc2)[C@@H]1c1ccncc1,-11.2,-4.7,4.6,4.2,16.7,-1.1,2.5,9.6,nt,-3.4,-0.1
N#Cc1c(N)nc2c(c1-c1cccnc1)CCCCC2,nt,-1.2,1.9,0.3,-2.7,2.8,-0.2,-4.8,64.3,0.6,-1.2
Cc1cccc(NC(=O)c2sc3ncn(CC(=O)N4CCN(c5ccccn5)CC4)c(=O)c3c2C)c1,16.9,8.5,-3.9,2.8,11.8,7.3,-2.4,14.6,61.1,-2.3,1.3
COC(=O)C(CC(=O)O)NCc1ccco1 (stereo unspecified),-1.4,13.1,12.7,0.0,-0.2,10.3,0.8,0.4,205.7,0.0,-0.8
CCCCn1c(N)c(N(CCC(C)C)C(=O)c2cc(Cl)nc3ccccc23)c(=O)[nH]c1=O,-12.4,6.4,4.2,0.6,2.6,8.4,1.6,8.0,3.3,-0.7,0.4
Cc1ccc(Cl)cc1N1CCN(S(=O)(=O)c2ccc3c(c2)oc(=O)n3C)CC1,-3.1,0.1,-12.7,3.3,-5.5,-2.8,-0.8,1.2,4.1,1.1,1.4
O=C1[C@H](Cc2ccccc2)NCCCC[C@H](c2ccco2)N1Cc1ccccc1,27.9,-5.8,-2.4,-0.6,-25.2,20.4,nt,-1.5,nt,4.5,nt
CCC(=O)Nc1cc(C(F)(F)F)ccc1N1CCCC1,-36.8,-3.5,-4.0,1.6,9.6,-5.7,-1.4,0.1,nt,-1.8,0.2
COc1ccc2c(=O)cc(-c3ccccc3F)oc2c1,7.9,4.8,2.7,0.7,11.0,-8.7,3.0,-7.3,-31.6,-2.2,0.1
COc1ccc(-n2cc(-c3ccccc3)c3c(=O)[nH]cnc32)cc1,-25.6,-5.1,-4.2,3.0,1.0,-16.1,-1.2,-2.7,5.2,-0.2,1.5
Cc1ccc2nc(Cl)c(/C=C/C(=O)c3ccco3)cc2c1,12.0,-5.7,-3.9,3.7,13.1,-2.1,-1.5,2.2,-3.4,-2.6,1.5
CCOc1ccc(OCC(O)CNC2CCN(Cc3ccccc3)CC2)cc1 (stereo unspecified),4.3,-8.8,-11.2,4.0,-18.4,-1.6,0.9,-3.2,-12.2,3.2,6.3
Cc1noc(C)c1COc1cccc(C(=O)NCc2ccccc2Cl)c1,-12.1,-9.1,-1.2,4.1,1.8,-6.8,3.0,1.5,nt,-0.3,1.9

# Compound activity deposited in PubChem by several laboratories.
